Screening results deposited in PubChem by several laboratories.
mABHD4 FP = inhibitors of mouse ABHD4; inhibition, % at 8.92 µM; Q8VD66; AID 720543; purified mABHD4, FP-Rh probe fluorescence polarization; 370,000 compounds, 0.54% hits;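 active = inhibition exceeding the mean over every tested compound plus 3 SD, cut at about 30% in these data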;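 note: 0% = plate median of compound wells and 100% = S159A mutant with DMSO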
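Assay system: Wild-type mouse ABHD4 protein | Medium: HEPES pH 7.0 buffer, 150 mM NaCl, 0.01% Pluronic F-127 | Incubation: Enzyme–compound pre-incubation 45 min, then probe 60 min, both 25 °C | Technique: Fluorescence polarization with parallel and perpendicular emission, 525/598 nm | Evaluation: % inhibition of FP-Rh probe binding versus controls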
ASAP1 GAP inh = ASAP1 ArfGAP inhibition; Q9ULH1; ASAP1-stimulated ARF1 GTP hydrolysis, GDP FP detection; inhibition, % at 16.5 µM; 360,000 compounds, 0.19% hits; AID 624377; in the data active = inhibition above about 25%;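 note: 0% = vehicle with enzyme and substrate and 100% = no enzyme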
PG9 binder = small molecules binding HIV-1 gp120 antibody PG9 | TR-FRET gp120-PG9 antibody binding | inhibition, % at 6.7 µM | 360,000 compounds, 0.43% hits | AID 624416; in the data active = inhibition above about 8.5%
ARFGAP1 inhibitor = inhibitors of rat ARFGAP1 | inhibition, % at 16.5 µM | Arfgap1-stimulated ARF1 GTP hydrolysis, GDP FP detection | AID 651572 | Q62848 | 360,000 compounds, 0.26% hits;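 active = inhibition above a per-plate limit, mean inhibition of low control wells plus 3 SD, cut at about 25% in these data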;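 note: 0% = DMSO wells with enzyme and 100% = wells lacking Arfgap1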
Target sequence (Q62848 1-136 limits assumed): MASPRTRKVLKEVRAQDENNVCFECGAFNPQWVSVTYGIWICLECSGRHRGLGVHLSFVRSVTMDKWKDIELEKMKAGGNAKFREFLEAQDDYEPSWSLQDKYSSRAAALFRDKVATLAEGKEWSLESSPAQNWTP
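Material: truncated rat Arfgap1 GAP domain; Incubation: compound-enzyme preincubation 20 min, reaction 120 min, detection 60 min, 25 °C; Read-out: percent inhibition of Arfgap1-stimulated GTP hydrolysis; Technique: FP, GDP Alexa 633 tracer displaced from anti-GDP antibody, 620/688 nm; Controls: No-Arfgap1 wells (100%) versus DMSO full-reaction wells (0%); Replication: single well per compound.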
rCAG binder = molecules binding r(CAG) RNA repeats. r(CAG) RNA repeat, TO-PRO-1 dye displacement fluorescence. inhibition, % at 3 µM. AID 651821. 370,000 compounds, 1.3% hits;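 active = inhibition above the plate cutoff, the mean of all test compounds on that plate plus 3 SD, cut at about 35% in these data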;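 note: 0% = DMSO alone and 100% = 100 µM mitoxantrone as full dye displacement; higher means more dye released from RNA so lower well fluorescence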
Rev-erbA mod = modulates human Rev-erb alpha binding to DNA | P20393 | Rev-erbα–FITC-DNA binding, fluorescence polarization, 90 min | activity, % at 10 µM | 370,000 compounds, 0.79% hits | AID 1259318;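 active = activity above about 14%, limit read from the data; passing the limit was not always enough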;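 note: 0% = DMSO wells with 35 nM protein and 100% = DMSO wells with 750 nM protein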
Target sequence (P20393 whole entry, looked up): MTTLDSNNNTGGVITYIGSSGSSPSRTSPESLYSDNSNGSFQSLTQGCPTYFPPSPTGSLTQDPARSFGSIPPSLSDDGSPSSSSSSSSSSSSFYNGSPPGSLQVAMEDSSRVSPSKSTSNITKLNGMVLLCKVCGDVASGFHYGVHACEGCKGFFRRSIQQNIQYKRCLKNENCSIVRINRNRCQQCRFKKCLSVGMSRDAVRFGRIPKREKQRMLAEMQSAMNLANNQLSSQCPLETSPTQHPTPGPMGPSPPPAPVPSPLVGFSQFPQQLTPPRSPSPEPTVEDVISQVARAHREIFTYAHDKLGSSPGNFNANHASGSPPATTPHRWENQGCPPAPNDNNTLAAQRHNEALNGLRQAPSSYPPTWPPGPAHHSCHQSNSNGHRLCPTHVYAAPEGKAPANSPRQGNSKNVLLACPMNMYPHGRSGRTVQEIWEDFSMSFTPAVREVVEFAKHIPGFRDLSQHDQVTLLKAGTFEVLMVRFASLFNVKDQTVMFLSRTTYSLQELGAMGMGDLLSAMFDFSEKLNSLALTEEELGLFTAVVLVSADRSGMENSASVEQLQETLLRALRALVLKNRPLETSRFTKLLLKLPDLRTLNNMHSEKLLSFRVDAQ
GC-A act = GC-A (human) enzyme activation. P16066. activation, % at 10 µM. HEK293 GC-A cells, cGMP TR-FRET, EC30 ANP; 0% at EC30 ANP, 100% saturating ANP. 370,000 compounds, 0.14% hits; in the data active = activation above about 40%
NPR2 activator = GC-B (human) receptor activation. P20594. HEK293-GC-B cells, CNP EC30, cGMP TR-FRET; 0% at EC30 CNP, 100% saturating CNP. activation, % at 10 µM. 370,000 compounds, 0.11% hits. AID 1920062;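 active = activation at 10 µM reaching about 35% in either raw or pattern-adjusted values, limit read from the data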
SMARCA2 act = SMARCA2 function activation, primary screen | MG213 cells, MMTV-luciferase reporter, dexamethasone, overnight | activation, % at 9.1 µM | 370,000 compounds, 1% hits | AID 652017; in the data active = activation above about 7.8%;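 note: 0% = vehicle wells and 100% = reference activator wells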
HTRA1 inhibitor = inhibitors of human serine peptidase HTRA1. 340,000 compounds, 0.5% hits. inhibition, % at 5.96 µM. Q92743. AID 504803. recombinant HTRA1, FP-rhodamine activity-based probe, fluorescence polarization; in the data active = inhibition above about 36%;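 note: 0% = enzyme with DMSO and 100% = wells lacking enzyme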
Numbers without * were called inactive; / = no result given.

Structure	ASAP1 GAP inh	rCAG binder	SMARCA2 act	mABHD4 FP	GC-A act	PG9 binder	HTRA1 inhibitor	ARFGAP1 inhibitor	Rev-erbA mod	NPR2 activator
C=CCN(C(=O)COC(=O)c1cc[n+]([O-])cc1)c1nc(-c2ccccc2)cs1	-8	6	2	-9	0	-1.3	-14	-10	2	2
Nc1ccc(Oc2ccccc2-c2ccccc2)cc1	-9	-4	-11	-2	-4	-1.7	7	8	5	0
CCC1(c2ccc(F)cc2)NC(=O)N(CC(=O)Nc2ccc(C(N)=O)cc2)C1=O (centres undefined)	5	14	-4	-8	-1	2.2	-3	3	2	1
COc1cc(OC)cc(C2=Cc3ccc(OC)cc3C(CC(C)=O)N2c2ccc(C#CC3(O)CCCCC3)cc2)c1 (centres undefined)	7	7	-13	2	-4	-0.1	/	9	-12	-1
CCCCn1c(SCC(=O)NCc2ccco2)nc2c1c(=O)n(C)c(=O)n2C	-5	1	0	-4	-2	-1.7	2	4	-7	-1
O=C(NCC1CCCCC1)c1cc([N+](=O)[O-])ccc1Cl	-2	1	2	-5	-4	-1.6	-1	-13	3	-1
CN(Cc1ccccc1)C(=O)c1ccc(NC(=O)Cc2ccc(NC(=O)C3CCN(C(=O)c4ccccc4)CC3)cc2)cc1	11	5	-3	-5	-1	-1.4	-2	20	-6	-1
N#Cc1c(NC(=O)c2cccnc2)sc2c1CCC2	-1	7	1	-1	-2	-2.4	1	-1	0	1
COc1ccccc1NC1CCCCC1NS(=O)(=O)c1ccccc1 (centres undefined)	-2	1	-4	-3	-4	-1.5	-2	-7	-17	2
O=C(NCC(c1ccco1)N1CCCCC1)c1cc2c(s1)CCCC2 (centres undefined)	10	8	-3	5	-2	0.7	-14	6	-1	1
O=c1c2nnn(-c3ccc(Br)cc3)c2ncn1Cc1ccccn1	-1	0	-3	0	-1	-1.9	2	-1	4	-6
CC(C)(C)n1cnc2cc(NC(=O)c3ccco3)ccc21	0	0	5	1	4	-0.1	6	3	-1	-5
CCCCN(C(=O)CN1C(=O)C2CCCCC2C1=O)c1c(N)n(CCC)c(=O)[nH]c1=O (centres undefined)	1	0	-1	7	0	-1.0	5	16	-3	0
CC(OC(=O)CNC(=O)c1ccc(Cl)c([N+](=O)[O-])c1)C(=O)NC1CCCCC1C (centres undefined)	0	-2	-1	-1	1	-1.5	-1	0	4	2
O=C1N(Cc2ccccc2)c2ccccc2C12CCCc1oc(CCc3ccccc3)nc12 (centres undefined)	/	2	-4	-3	-3	/	/	/	8	5
c1ccc(-c2nccc(-c3ccco3)n2)nc1	4	0	3	-2	2	-1.4	11	-7	-3	3
CCN(C(=O)c1cc(Cl)ccc1OC)C1CCCCC1	-15	-9	0	1	-11	1.2	-1	14	8	-12
COc1ccc(NC(=O)CSCC(=O)NCCc2ccccn2)cc1	1	0	-2	3	-4	0.8	9	1	0	2
O=C(Cc1ccc(-n2c(=O)c3sccc3n(Cc3ccc(F)cc3)c2=O)cc1)NCc1ccco1	7	9	3	-7	1	0.5	-8	2	-1	7
COc1ccc(CNC(=O)COC(=O)c2cncc(Br)c2)cc1	6	1	-1	4	0	0.5	2	13	0	-1
O=C(COc1ccccc1)Nc1ccc([N+](=O)[O-])cc1	6	3	-4	-6	0	-4.1	-3	11	0	-4
CC(=O)Nc1ccc(C(=O)OCC(=O)N(c2ccccc2)C2CCCCC2)cc1	8	1	-4	-14	-1	2.4	-15	5	-7	-2
COc1cc(NC(=S)Nc2cccc(C)n2)cc(OC)c1OC	4	-5	-3	-4	4	-1.4	-3	-13	4	7
Cc1cc(C)c(S(=O)(=O)c2cc(F)ccc2C)c(Cl)n1	-7	-1	0	-6	0	0.2	0	-5	0	1
COC(=O)Cn1c2ccccc2c(=O)n1C(C)C	-6	1	-5	4	1	0.2	/	7	-8	-2

An excerpt from above in order of number of heavy atoms, ascending.
Structure	ASAP1 GAP inh	rCAG binder	SMARCA2 act	mABHD4 FP	GC-A act	PG9 binder	HTRA1 inhibitor	ARFGAP1 inhibitor	Rev-erbA mod	NPR2 activator
COC(=O)Cn1c2ccccc2c(=O)n1C(C)C	-6	1	-5	4	1	0.2	/	7	-8	-2
N#Cc1c(NC(=O)c2cccnc2)sc2c1CCC2	-1	7	1	-1	-2	-2.4	1	-1	0	1
Cc1cc(C)c(S(=O)(=O)c2cc(F)ccc2C)c(Cl)n1	-7	-1	0	-6	0	0.2	0	-5	0	1
COc1cc(NC(=S)Nc2cccc(C)n2)cc(OC)c1OC	4	-5	-3	-4	4	-1.4	-3	-13	4	7
CCC1(c2ccc(F)cc2)NC(=O)N(CC(=O)Nc2ccc(C(N)=O)cc2)C1=O (centres undefined)	5	14	-4	-8	-1	2.2	-3	3	2	1

Continuation:
Structure	ASAP1 GAP inh	rCAG binder	SMARCA2 act	mABHD4 FP	GC-A act	PG9 binder	HTRA1 inhibitor	ARFGAP1 inhibitor	Rev-erbA mod	NPR2 activator
CCOc1ccc(C(=O)NCCc2ccc3c(c2)OCCO3)cc1	-3	-1	-1	-13	6	-2.0	1	3	5	0
CCn1c(SCC(=O)NNC(=S)Nc2ccc(C)cc2)nnc1-c1ccc(Cl)cc1	-5	16	-2	11	1	0.0	5	10	3	-4
CCN(CC(=O)NCc1cccs1)S(=O)(=O)c1cccc(Br)c1	0	0	-2	-12	0	2.2	-2	-7	-2	4
COC(=O)c1sccc1NC(=O)CSc1cccc(Cl)c1Cl	7	4	0	-14	-4	0.2	-26	6	1	-15
Cc1cc(C)nc(N2CCC(C(=O)Nc3ccc4c(c3)CCC4)CC2)n1	-13	0	-2	7	4	-0.4	5	0	-7	0
NC(=O)c1cc[n+](CC(=O)c2ccc(NC(=O)c3ccccc3)cc2)cc1	9	8	-3	-5	17	-1.0	-15	0	0	1
O=C(NCc1ccc(F)cc1)c1cnc2n(c1=O)CCS2	1	1	-2	-1	1	0.1	0	4	6	0
COc1ccc(F)cc1CN1CCN(C(=O)c2ccc(S(=O)(=O)N3CCCCCC3)cc2)CC1	14	2	-4	3	-2	0.3	2	1	2	6
CN(C)S(=O)(=O)c1cccc(NC(=S)Nc2ccc3cn[nH]c3c2)c1	9	2	-4	-4	-4	-0.9	2	0	4	2
Cc1ccc(-n2nc3c(=O)n(CCCC(=O)NCc4cccc(Cl)c4)nc(C)c3c2C)cc1	5	-3	-2	-12	-8	-0.1	-8	11	-2	-8
COC(=O)c1c(NC(=O)Cn2cc([N+](=O)[O-])cn2)sc2c1CCC2	12	14	3	-1	-4	1.3	0	0	-2	-8
CC(=O)Nc1ccc(NS(=O)(=O)c2ccc3c(c2)NC(=O)CC(=O)N3)cc1	1	-1	-5	6	-1	1.8	7	-8	0	-3
Cc1ccc(NC(=O)c2ccccc2NC(=O)Cc2ccccc2)cc1	2	-3	-1	0	-2	0.9	-27	13	-7	4
O=C(Nc1cccc(C(F)(F)F)c1)C1CCN(S(=O)(=O)c2cnc[nH]2)CC1	6	5	-4	14	-1	-0.9	0	8	0	1
CCOC(=O)C1CCN(C(=O)COC(=O)c2ccc(=O)n(Cc3ccccc3)n2)CC1	1	-4	3	1	2	-2.1	5	12	-3	-2
Cc1nn(C)c(C)c1CN(Cc1nc(-c2cc(F)ccc2F)oc1C)C1CC1	0	-9	-2	-4	-2	0.0	-3	-4	2	2
Cc1ccc(N(C(=O)CNC(=O)c2ccco2)C(C(=O)NC2CCCCC2)c2cccnc2)cc1 (centres undefined)	-14	-4	-2	-1	-6	-1.6	2	6	8	1
O=C(CSc1nc2ccccc2c(=O)n1Cc1ccc(C(=O)NC2CC2)cc1)NCc1ccco1	-12	-2	2	-7	3	1.3	0	8	-4	7
O=c1cc(-c2ccccc2)nc(SCc2ccccc2F)[nH]1	-9	3	-2	-2	3	-2.6	-11	3	3	-1
Brc1ccc(-c2csc(N3CCNCC3)n2)cc1	/	/	/	61*	-30	/	/	/	0	-29
CCN(CC)c1ccc2cc(S(=O)(=O)c3ccc(Cl)cc3)c(=O)oc2c1	-3	1	-1	6	-1	-0.1	-17	-1	17*	10
Cc1ccccc1NC(=O)N1CCCC1C(=O)NCc1ccccc1 (centres undefined)	-11	-3	-2	1	3	-0.6	8	-1	-8	3
CC(C)CCNC(=O)c1cccc(Cl)c1	9	0	0	-6	1	-0.4	-1	3	2	5
COCCN(C(=O)c1snc(C(N)=O)c1N)C(C(=O)NC1CCCCC1)c1ccc(N(C)C)cc1 (centres undefined)	-1	-4	-1	0	-2	-1.0	4	-2	6	-8
COc1ccc(-n2nc(C(=O)NCC3CCCO3)c3ccccc3c2=O)cc1 (centres undefined)	-14	-8	0	-2	2	-1.4	-3	8	2	1

Single records, as listed above.
Profile of CCn1c(SCC(=O)NNC(=S)Nc2ccc(C)cc2)nnc1-c1ccc(Cl)cc1 : ASAP1 GAP inh: -5; rCAG binder: 16; SMARCA2 act: -2; mABHD4 FP: 11; GC-A act: 1; PG9 binder: 0.0; HTRA1 inhibitor: 5; ARFGAP1 inhibitor: 10; Rev-erbA mod: 3; NPR2 activator: -4
Profile of COc1ccc(-n2nc(C(=O)NCC3CCCO3)c3ccccc3c2=O)cc1 (centres undefined) : ASAP1 GAP inh: -14; rCAG binder: -8; SMARCA2 act: 0; mABHD4 FP: -2; GC-A act: 2; PG9 binder: -1.4; HTRA1 inhibitor: -3; ARFGAP1 inhibitor: 8; Rev-erbA mod: 2; NPR2 activator: 1

The listing continues.
Structure	ASAP1 GAP inh	rCAG binder	SMARCA2 act	mABHD4 FP	GC-A act	PG9 binder	HTRA1 inhibitor	ARFGAP1 inhibitor	Rev-erbA mod	NPR2 activator
CSc1nc2ccc(NC(=O)c3ccco3)cc2s1	3	3	4	-1	0	1.6	-10	-2	-1	-4
O=C(NC1CC1)c1ccc(-n2cccc2)cc1	1	-2	0	-1	-1	-1.3	0	5	5	-2
CC(C)S(=O)(=O)NC(=O)C1(C)CCN1C(=O)Cc1ccccc1 (centres undefined)	-14	1	-3	5	0	-1.5	/	-11	-4	6
Cc1ccc(NC(=O)CN(C)S(=O)(=O)c2cccc3cccnc23)cc1F	1	0	-1	7	-2	-0.5	-4	-7	3	-1
Brc1ccccc1-c1ccccc1	5	0	-4	2	-2	-1.0	2	5	-3	-4
C[C@@H]1CN([C@H](C)CO)C(=O)CCCn2nncc2CO[C@H]1CN(C)C(=O)CCC(F)(F)F	-2	1	3	-7	1	-0.6	3	13	-4	7
